Tcruzi prolif = T. cruzi proliferation inhibition; T. cruzi beta-gal in NIH3T3, GalScreen luminescence, 90 h; inhibition, % at 8.34 µM; 77,000 compounds, 5.9% hits;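 active = mean inhibition above about 93%, with at least 55% of replicates each passing it, limit read from the data, passing the limit was not always enough; inconclusive = only one of those two conditions holds; inactive = neither condition holds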
Pf Dd2 growth = blocks growth of Plasmodium falciparum Dd2 parasites | P. falciparum Dd2 growth, SYBR Green, 72 h; stronger effect = lower value | activity change, % at 10 µM | 94,000 compounds, 2.3% hits; in the data active = activity change below about -80%; inconclusive = no clear call, values can overlap the other calls
GASC1 inh = inhibitors of human demethylase GASC-1 KDM4C; Q9H3R0; GST-KDM4C 2-372, H3K9me3 peptide, LANCE TR-FRET; inhibition, % at 12.5 µM; 96,000 compounds, 0.15% hits;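 active = mean replicate inhibition above about 25%, with at least 55% of replicates also reaching it, limit read from the data, passing the limit was not always enough; inconclusive = only one of those two conditions met; inactive = neither condition met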
Target sequence (Q9H3R0 2-372 limits assumed): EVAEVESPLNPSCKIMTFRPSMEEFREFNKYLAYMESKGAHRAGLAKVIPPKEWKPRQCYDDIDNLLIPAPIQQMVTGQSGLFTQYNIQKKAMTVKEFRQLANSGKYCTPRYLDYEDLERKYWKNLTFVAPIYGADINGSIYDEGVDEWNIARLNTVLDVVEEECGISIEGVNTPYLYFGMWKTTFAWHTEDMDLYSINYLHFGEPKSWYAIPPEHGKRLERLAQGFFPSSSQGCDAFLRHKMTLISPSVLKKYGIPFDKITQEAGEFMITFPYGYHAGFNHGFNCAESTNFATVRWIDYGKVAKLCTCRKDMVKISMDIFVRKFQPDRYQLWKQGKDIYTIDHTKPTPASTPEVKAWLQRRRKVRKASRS
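Material: GST-tagged GASC-1 (JMJD2C) catalytic fragment, aa 2-372 / Quantity: enzyme final amount 10 nM / Medium: HEPES buffer, pH 7.5, plus ascorbate / Doses: one test concentration per compound / Incubation: 30 min reaction, 60 min detection, RT / Measured by: LANCE TR-FRET / Read-out: inhibition from TR-FRET ratio decrease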
C diff growth = inhibitors of Clostridium difficile growth. AID 1259249. Clostridium difficile clinical isolate growth, OD600, 24 h; stronger effect = lower value. growth activity, negative = inhibition, % at 16 µg/mL (by protocol). 86,000 compounds, 0.25% hits;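 active = mean growth activity at or below -80% and every replicate also at or below -80%; inconclusive = mean at or below -80% but some replicate above -80%; inactive = mean growth activity above -80%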;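 also: 0% = DMSO wells and -100% = levofloxacin 16 µg/mL wells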
An asterisk follows results filed as active; ? = inconclusive; / = no result given; & = joins results of further samples.

SMILES	Pf Dd2 growth	C diff growth	Tcruzi prolif	GASC1 inh
C[C@H](CO)N1C[C@H](C)[C@H](CN(C)S(=O)(=O)c2ccccc2)Oc2ccc(NC(=O)Nc3ccc4c(c3)OCO4)cc2C1=O	-2.6	1.3	-53.1	2.1
CN(C)C(=O)c1cccc(-c2ccc([C@@H]3[C@@H](C#N)N(C(=O)C4CC4)[C@H]3CO)cc2)c1	-10.2	-10.8	24.9	-1.7
Cc1ccc(S(=O)(=O)N(C)C[C@@H]2OCCCC[C@@H](C)Oc3ccc(NS(=O)(=O)c4cn(C)cn4)cc3C(=O)N([C@H](C)CO)C[C@H]2C)cc1	-32.8	3.6	46.4	0.2
O=C(Nc1ccc(F)cc1)N1CC(=O)N2[C@@H](CO)[C@H](c3ccc(-c4ccccc4)cc3)[C@@H]2C1	16.4	-17.7	/	0.9
CO[C@H]1CN(C)C(=O)c2ccc(NS(=O)(=O)c3ccc(Cl)cc3)cc2OC[C@@H](C)N(C(=O)NC(C)C)C[C@@H]1C	9.7	3.4	-1.9	0.1
CC(C)C#Cc1cnc2c(c1)C(=O)N([C@H](C)CO)C[C@@H](C)[C@H](CN(C)C(=O)CN1CCOCC1)O2	16.4	-0.3	-50.4	/
CCCC#Cc1ccc2c(c1)O[C@H](CN(C)C)[C@H](C)CN([C@H](C)CO)S2(=O)=O	-46.4	3.9	36.3	1.3
CCNC(=O)[C@@H]1[C@@H](CO)[C@@H]2Cn3c(ccc(-c4ccccc4F)c3=O)[C@H]1N2C(=O)CC	10.5	-1.4	-11.6	-2.2
C[C@H](CO)N1C[C@H](C)[C@H](CN(C)C(=O)Nc2cccc(F)c2)OCc2ccccc2-c2c(n(C)c3ccccc23)C1=O	-35.0	/	-19.3	-0.1
CO[C@H]1CN(C)C(=O)c2cc(NS(=O)(=O)c3ccccc3)ccc2OC[C@@H](C)N(Cc2ccccn2)C[C@@H]1C	5.4	0.4	10.8	-0.1
O=C(C[C@H]1CC[C@@H](NC(=O)Nc2ccccc2F)[C@H](CO)O1)NCc1ccc(F)cc1	-1.3	-1.9	/	13.9
CC=Cc1ccc2n(c1=O)C[C@@H]1[C@@H](CO)[C@H](C(=O)NCC3CC3)N(Cc3nccs3)[C@H]21 (mixture of isomers)	/	2.8	25.6	5.8
Cc1ccc(S(=O)(=O)N(C)C[C@H]2Oc3ccc(NC(=O)C4CCCCC4)cc3C(=O)N([C@H](C)CO)C[C@H]2C)cc1	5.0	4.3	-7.7	3.9
COc1ccc2c3c(n(C)c2c1)[C@@H](CO)N(C(=O)Nc1ccccc1F)CC31CCN(C(=O)c2ccccc2)CC1	?	3.1	/	-0.2
O=C(Nc1ccc2c(c1)OCO2)N[C@H]1CC[C@H](CCNC(=O)C2CCCC2)O[C@@H]1CO	-27.1	-0.1	/	0.7
CS(=O)(=O)N1[C@H](C(=O)NCCc2ccncc2)[C@@H](CO)[C@@H]2Cn3c(ccc(C4=CCCC4)c3=O)[C@@H]21	/	-7.2	-30.0	-0.8
C[C@@H]1CN([C@@H](C)CO)S(=O)(=O)c2ccc(-c3ccc(F)cc3)cc2O[C@H]1CN(C)Cc1ccccc1C(=O)O	-6.3	-14.0	/	-0.2
COCC(=O)N1CC2(C1)CN(Cc1cccc(Cl)c1)[C@@H](CO)c1[nH]c3cc(OC)ccc3c12	-92.5*	-4.4	/	-0.3
C[C@H](CO)N1C[C@H](C)[C@H](CN(C)S(=O)(=O)c2ccc(-c3ccccc3)cc2)OCc2cnnn2CCCC1=O	-35.7	/	21.0	1.3
CN1C(=O)c2cc(NC(=O)c3ccc(F)c(F)c3)ccc2OC[C@H]2O[C@@H](CC(=O)N[C@H]3CCN(Cc4ccccc4)C3)CC[C@H]21	/	1.9	103.2*	0.3

As entered above:
In C diff growth, `CCNC(=O)[C@@H]1[C@@H](CO)[C@@H]2Cn3c(ccc(-c4ccccc4F)c3=O)[C@H]1N2C(=O)CC` has the entry -1.4
In C diff growth, `CCCC#Cc1ccc2c(c1)O[C@H](CN(C)C)[C@H](C)CN([C@H](C)CO)S2(=O)=O` has the entry 3.9
In GASC1 inh, `C[C@@H]1CN([C@@H](C)CO)S(=O)(=O)c2ccc(-c3ccc(F)cc3)cc2O[C@H]1CN(C)Cc1ccccc1C(=O)O` has the entry -0.2
In GASC1 inh, `CO[C@H]1CN(C)C(=O)c2ccc(NS(=O)(=O)c3ccc(Cl)cc3)cc2OC[C@@H](C)N(C(=O)NC(C)C)C[C@@H]1C` has the entry 0.1
In C diff growth, `O=C(Nc1ccc(F)cc1)N1CC(=O)N2[C@@H](CO)[C@H](c3ccc(-c4ccccc4)cc3)[C@@H]2C1` has the entry -17.7

Going on with the list.
SMILES	Pf Dd2 growth	C diff growth	Tcruzi prolif	GASC1 inh
COCC#Cc1cnc2c(c1)C(=O)N([C@H](C)CO)C[C@@H](C)[C@@H](CN(C)C(=O)CCN1CCCCC1)O2	23.8	4.0	10.7	3.2
Cc1ccc(S(=O)(=O)N2C[C@H](O)COC[C@H]3O[C@H](CC(=O)NCCN4CCCCC4)CC[C@@H]32)cc1	4.4	/	14.6	0.9
CO[C@H]1CN(C)C(=O)c2ccc(NS(=O)(=O)CC(F)(F)F)cc2OC[C@H](C)NC[C@@H]1C	31.9	0.8	/	-0.2
O=C(Nc1ccccc1)[C@@H]1[C@@H](CO)[C@@H]2Cn3c(cccc3=O)[C@H]1N2C(=O)c1ccccc1	5.5	-3.7	40.2	-0.8
C[C@H](CO)N1C[C@H](C)[C@@H](CN(C)Cc2ccc3c(c2)OCO3)Oc2ccc(NC(=O)CCN3CCOCC3)cc2C1=O	11.3	4.7	41.9	/
O=C(N[C@H]1CC[C@@H](CCn2cc(C3(O)CCCC3)nn2)O[C@@H]1CO)C1CCCCC1	6.7	-1.1	-19.8	-1.2
C[C@H]1CCCCO[C@@H](CN(C)S(=O)(=O)c2ccccc2)[C@@H](C)CN([C@@H](C)CO)C(=O)c2cc(NC(=O)Cc3ccccc3)ccc2O1	-61.5	/	64.2	-0.1
COC(=O)C[C@H]1CC[C@@H](NS(=O)(=O)c2ccc(OC)cc2)[C@H](CO)O1	17.4	/	-73.1	-0.8
COc1ccccc1NC(=O)N1CCCCN2[C@H](C1)[C@H](c1ccc(-c3cccc(C)c3)cc1)[C@@H]2CO	-5.8	28.6	91.9	-0.3
COc1cccc(CNC(=O)C[C@@H]2CC[C@@H](NC(=O)C3CCOCC3)[C@H](CO)O2)c1	-0.6	4.0	-4.3	-0.1
COc1ccc(S(=O)(=O)N(C)C[C@@H]2OCCCC[C@H](C)Oc3ccc(NC(=O)NC(C)C)cc3C(=O)N([C@@H](C)CO)C[C@H]2C)cc1	/	7.2	-27.9	0.2
COc1ccc(S(=O)(=O)N(C)C[C@@H]2Oc3ncc(C#CC4(O)CCCC4)cc3C(=O)N([C@H](C)CO)C[C@H]2C)cc1	-51.6	3.0	9.5	1.1
CO[C@@H]1CC[C@@H]2CCN(C)C(=O)[C@@H](C)CN(C)C(=O)c3cc(C#N)ccc3OC[C@@H]1O2	/	5.7	6.9	0.2
O=C(C[C@@H]1CC[C@@H]2[C@H](COC[C@@H](O)CN2Cc2ccc(Cl)cc2)O1)NCCc1ccccc1	/	-11.3&-11.5	59.4	0.1
CC(C)NC(=O)Nc1cccc2c1O[C@H](CN(C)Cc1ccc(C(F)(F)F)cc1)[C@H](C)CN([C@H](C)CO)C2=O	-6.8	1.0&-2.2	/	3.9
CO[C@@H]1CN(C)C(=O)c2ccc(NC(=O)C3CCC3)cc2OC[C@@H](C)N(C(=O)CN(C)C)C[C@H]1C	18.1	-6.8	/	-0.7
CC(=O)N(C)C[C@H]1Oc2cc(C#CCC3CCCC3)ccc2S(=O)(=O)N([C@H](C)CO)C[C@H]1C	-25.2	8.0	33.8	4.1
C[C@H]1CN([C@@H](C)CO)S(=O)(=O)c2ccc(C3=CCCC3)cc2O[C@@H]1CN(C)Cc1ccncc1	-23.0	-0.2	117.4*	-0.5
O=C([C@@H]1[C@@H](CO)[C@@H]2Cn3c(ccc(-c4cccnc4)c3=O)[C@H]1N2CCC(F)(F)F)N1CCCCC1	9.4	-0.2	-9.0	-0.8
Cc1ccc(S(=O)(=O)N(C)C[C@H]2Oc3ccc(NS(=O)(=O)c4ccc(Cl)cc4)cc3CC(=O)N([C@H](C)CO)C[C@@H]2C)cc1	-55.9	4.5	-1.5	-1.8

Arranged by length of the SMILES (smallest number first): some entries from above
SMILES	Pf Dd2 growth	C diff growth	Tcruzi prolif	GASC1 inh
COC(=O)C[C@H]1CC[C@@H](NS(=O)(=O)c2ccc(OC)cc2)[C@H](CO)O1	17.4	/	-73.1	-0.8
O=C(Nc1ccccc1)[C@@H]1[C@@H](CO)[C@@H]2Cn3c(cccc3=O)[C@H]1N2C(=O)c1ccccc1	5.5	-3.7	40.2	-0.8
C[C@H]1CCCCO[C@@H](CN(C)S(=O)(=O)c2ccccc2)[C@@H](C)CN([C@@H](C)CO)C(=O)c2cc(NC(=O)Cc3ccccc3)ccc2O1	-61.5	/	64.2	-0.1

Next compounds
SMILES	Pf Dd2 growth	C diff growth	Tcruzi prolif	GASC1 inh
O=C(NC[C@H]1CC[C@H]2[C@H](CN2Cc2cc(-c3ccccc3)on2)O1)c1ccc2c(c1)OCO2	21.9	-5.8	/	/
C[C@H](CO)N1C[C@H](C)[C@@H](CN(C)C(=O)c2cccc(F)c2)Oc2cc(C#CC3CC3)ccc2S1(=O)=O	28.8	-7.3	/	-2.7
C[C@@H]1CCCCO[C@@H](CN(C)C(=O)NC2CCCCC2)[C@@H](C)CN([C@H](C)CO)C(=O)c2cc(NC(=O)c3ccccc3)ccc2O1	-28.3	-3.1	68.9	11.4
CNC(=O)C[C@@H]1CC[C@@H]2[C@H](COc3ccc(NC(=O)c4ccc(F)c(F)c4)cc3C(=O)N2C)O1	1.3	-2.0	11.1	-2.8
CCC(=O)Nc1ccc2c(c1)C(=O)N(C)C[C@H](OC)[C@H](C)CN(C(=O)c1ccccc1F)[C@H](C)CO2	5.2	/	-51.5	0.0
CCNC(=O)Nc1ccc2c(c1)C(=O)N(C)[C@@H]1CC[C@H](CC(=O)NCCN3CCCC3)O[C@@H]1CO2	8.1	-4.0	0.9	-1.1
C[C@H](CO)N1C[C@H](C)[C@H](CN(C)C(=O)Nc2ccc(C(F)(F)F)cc2)OCCCC[C@H](C)Oc2ccc(NC(=O)Cc3ccccc3)cc2C1=O	-42.9	0.3	?	-0.8
O=S(=O)(Cc1ccccc1)N1CCCCN2[C@H](C1)[C@H](c1ccc(-c3ccccc3)cc1)[C@@H]2CO	-42.9	4.7	117.7*	-0.8
C/C=C/c1ccc2c(c1)O[C@@H](CN(C)C(=O)NCCC)[C@@H](C)CN([C@@H](C)CO)S2(=O)=O	-17.9	-1.7	/	0.3
COc1ccc(S(=O)(=O)N(C)C[C@@H]2OCc3ccccc3-c3ccccc3C(=O)N([C@@H](C)CO)C[C@H]2C)cc1	-58.6	/	57.7	-0.4
C[C@@H]1CCCCO[C@H](CN(C)Cc2ccc(C(=O)O)cc2)[C@H](C)CN([C@@H](C)CO)C(=O)c2cc(NC(=O)c3ccncc3)ccc2O1	65.7	-0.1	19.7	0.9
CCC(=O)N1C[C@H](C)[C@@H](OC)CN(C)C(=O)c2cc(NC(=O)c3ccc(F)cc3)ccc2OC[C@@H]1C	-8.3	/	25.2	0.1
C[C@H](NC(=O)C[C@@H]1C=C[C@@H](NC(=O)C2CC2)[C@@H](CO)O1)c1ccccc1	6.8	5.1	/	0.8
Cc1ccc(S(=O)(=O)Nc2ccc3c(c2)C(=O)N([C@@H](C)CO)C[C@@H](C)[C@@H](CN(C)CC2CCCCC2)O3)cc1	9.3	-3.7	34.9	-1.8
